Compound activity from PubChem BioAssay.
ER stress surv – ER stress cell death inhibition; CSM14.1 thapsigargin ER stress survival, ATP luminescence; relative survival (cellular ATP), % at 15 µg/mL (by protocol); 48,000 tested, 0.33% active;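 active means survival measured by cellular ATP above 50% at 15 µg/ml in the first screen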;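 further: cell death triggered by about 15 µM thapsigargin; ATP read 24 h after thapsigargin was added; plate controls were thapsigargin with DMSO for no effect and DMSO without thapsigargin for full effect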
Active calls of the source: *. These rows are one share of the data; the hit share may differ from the screen's.

canonical_smiles,ER stress surv
O=[N+]([O-])c1ccc(-n2ncnc2-c2ccc(Br)cc2)c(Cl)c1,3.6
CC(=O)c1cccc(NC(=O)C(Sc2ccccc2)c2ccccc2)c1 (stereo unspecified),0.7
Cc1cc(Cl)ccc1OCC(=O)NNC(=O)c1ccco1,1.0
Nc1nc2nc(C(F)(F)C(F)(F)C(F)(F)C(F)(F)F)cc(=O)n2[nH]1,-4.1
CCOC(=O)CSCCOc1ccc(/C=C2/C(=O)NC(=O)N(c3ccc(OC)cc3)C2=O)cc1OC,-3.2
CCCOc1cccc(C(=O)Nc2ccc(C(=O)Nc3ccccc3C(=O)O)cc2)c1,-3.3
Cc1cccc(-c2nc3cc(NC(=O)c4cccc(Cl)c4Cl)ccc3o2)c1,4.8
COc1cc(OC)c(OC)cc1/C=N/NC(=O)c1cccnc1,4.6
O=C(/C=C/c1ccc(Cl)cc1Cl)Nc1c(F)c(F)c(F)c(F)c1F,-0.8
COc1ccccc1/C=C/C=N/NC(=O)c1cc(-c2ccc(C)cc2)n[nH]1,5.7
COc1cc(/C=N/N2C(=O)C3C(C2=O)C2C=CC3C23CC3)ccc1OCc1ccc([N+](=O)[O-])cc1 (stereo unspecified),4.5
COc1cccc(NC(=O)c2ccc(-c3ccccc3)cc2)c1,-17.0
CC1=C(C(=O)Nc2ccc(Cl)cc2)C(c2cccs2)NC(=O)N1 (stereo unspecified),1.5
COc1cc(C(=O)Nc2ncc(Cc3cccc(Cl)c3)s2)cc(OC)c1OC,-2.2
C/C(=N/NC(=O)c1cccc(Br)c1)c1ccccc1O,-4.4
Cc1ccc(C2OC3(C(=O)c4ccccc4C3=O)C3C(=O)N(c4ccc(C(C)C)cc4)C(=O)C23)cc1 (stereo unspecified),8.3
CCOC(=O)CCCN1C(=O)/C(=C\c2cccs2)SC1=S,0.8
COc1ccc(OC)c(NC(=O)c2cccc(F)c2)c1,4.8
O=C(Nc1cccc(OC(=O)c2cc(S(=O)(=O)N3CCCCC3)ccc2Cl)c1)c1ccco1,7.0
Cc1cccc(N2C(=O)NC(=O)/C(=C/c3ccc(-c4ccccc4[N+](=O)[O-])o3)C2=O)c1,12.3
CC(=O)N1c2ccc(Cl)cc2C2C=CCC2C1c1cccc2ccccc12 (stereo unspecified),-6.5
COc1ccc(OC)c(NC(=O)COc2ccc(F)cc2)c1,6.9
CC(NC(=O)c1ccccc1NC(=O)c1cccnc1)c1ccccc1 (stereo unspecified),0.4
COc1cc2c(cc1NC(=O)c1c(-c3ccccc3Cl)noc1C)oc1ccccc12,10.3
CN(C)C(=O)c1c(NC(=O)c2ccco2)sc2c1CCCCC2,-0.2
CCOC(=O)c1c(C)sc(Sc2ccc(Br)cc2[N+](=O)[O-])c1OC(C)=O,0.3
CC1CCCN(C(=O)c2ccc(Cl)cc2)C1 (stereo unspecified),-0.8
CC1CC/C(=C\C=C\N(C)C)C(=O)/C1=C/C=C/N(C)C (stereo unspecified),9.2
C=CCOc1c(Br)cc(/C=C/C(=O)O)cc1OC,-1.5
CCCCCOC(=O)C1=C(C)NC2=C(C(=O)CC(C)(C)C2)C1c1cccc(Cl)c1 (stereo unspecified),1.3
O=C1CCC([N+](=O)[O-])C(c2ccc3c(c2)OCO3)N1 (stereo unspecified),3.3
COc1ccc(NC(=O)COc2cccc(Cl)c2)c(OC)c1,1.4
COC(=O)c1ccc(CN(c2ccccc2)S(=O)(=O)c2ccccc2)cc1,7.7
CNC(=O)C1CC(=O)N(c2ccc(F)cc2)C1 (stereo unspecified),-6.9
COc1ccc(/C=C2\SC(=S)N(CCCCCC(=O)Nc3ccccc3C(=O)O)C2=O)cc1,12.4
O=C(NCc1ccccc1)c1ccc2nccnc2c1,0.8
COc1ccc(C(NC(=O)c2ccc(C)cc2)NC(=O)c2ccc(C)cc2)cc1OC,0.4
Cc1cc(I)ccc1NC(=O)c1cccnc1,2.4
Cc1ccc(S(=O)(=O)N2CCN(C3CC4CCC3C4)CC2)cc1 (stereo unspecified),-2.0
COc1ccccc1NS(=O)(=O)c1cc(N2C(=O)C3C4C=C(C)C(C4)C3C2=O)ccc1Cl (stereo unspecified),9.3
CC(C)C(=O)N1c2ccccc2C(N(C(=O)C(C)C)c2ccccc2)CC1C (stereo unspecified),12.3
c1cc(-c2nnc(-c3ccco3)o2)cc(-c2nnc(-c3ccco3)o2)c1,10.0
O=C(NN1C(=O)c2ccccc2C1=O)c1cccc(F)c1,3.9
C=CCN1C(=O)/C(=C/c2ccco2)SC1=S,7.1
CC1(C)CC(NS(=O)(=O)c2ccc(Cl)cc2)CC(C)(C)N1,-2.9
COc1cc(NC(=O)Cn2nc(C)c([N+](=O)[O-])c2C)c(OC)cc1Cl,3.0
O=C(CCC1CCCCC1)NCC1CCCO1 (stereo unspecified),6.7
Cc1ccc(OCc2nnc(NC(=O)c3ccccc3)s2)c(C)c1,1.4
O=C(Nc1ccc(N2CCOCC2)cc1)c1ccc2c(c1)OCO2,-5.7
Nc1ccc(C(=O)N2N=C3CCCCC3C2(O)C(F)(F)F)cc1 (stereo unspecified),15.4
COc1ccc(C(=O)Nc2cc3oc4ccccc4c3cc2OC)c(OC)c1,1.7
O=C(CCc1ccccc1)NCC(=O)N/N=C/C=C/c1ccccc1,1.9
O=C(N/N=C/c1ccccc1F)c1ccccc1I,0.2
CC1=C(C(=O)OCCc2ccccc2)C(c2ccc([N+](=O)[O-])cc2)CC(=O)N1 (stereo unspecified),-3.7
CSc1nsc(SC)c1C(=O)N1CCN(S(=O)(=O)c2ccc(C)cc2)C1C(C)C (stereo unspecified),7.6
CN(C)c1ccnc2sc3c(N(CCO)CCO)ncnc3c12,0.3
CC(=O)C1=C(O)C(=O)N(c2nc3ccccc3s2)C1c1ccc(Cl)cc1Cl (stereo unspecified),-0.4
O=C1/C(=C/c2c(Cl)cccc2Cl)SC(=S)N1Cc1ccco1,9.2
COCCNC(=O)CN(c1cccc(C(F)(F)F)c1)S(C)(=O)=O,-1.2
COCCOC(=O)c1ccc(NC(=O)c2ccc(Cl)cc2Cl)cc1,9.3

(cont.)
canonical_smiles,ER stress surv
O=[N+]([O-])c1ccc2c(c1)S(=O)(=O)N=C2N1CCCCC1,13.3
CCOc1c(/C=C2\C(=O)NN(c3ccccc3)C2=O)cccc1OC,1.8
O=C(CC(=O)c1cc(Cl)ccc1O)c1ccc(F)cc1,-3.9
COc1ccc(Cl)cc1NC(=O)CN(c1ccccc1)S(=O)(=O)c1ccccc1[N+](=O)[O-],5.3
Cc1cccc(OCC(=O)NCc2ccco2)c1,-2.6
COc1ccc(OC)c(NC(=O)C(=O)N/N=C/c2ccc(OC)cc2OC)c1,9.6
Cc1ccc(C2CC(C(F)(F)F)n3nc(C(=O)O)cc3N2)cc1 (stereo unspecified),15.7
CN1CCN(/N=C/c2cccs2)CC1,9.4
O=[N+]([O-])c1cccc(-c2noc(COc3ccc4ccccc4c3)n2)c1,5.2
CCOc1ccccc1N(CC(=O)NC(C)c1ccccc1)S(=O)(=O)c1ccccc1 (stereo unspecified),-1.5
C/C(=C\C(=O)c1ccc(Br)cc1)Nc1cccc(O)c1,-4.2
COc1cccc(C(=O)NC(NC(=S)Nc2cc(Cl)ccc2Cl)C(Cl)(Cl)Cl)c1 (stereo unspecified),4.3
CSCCNC(=O)c1ccc(C(C)(C)C)cc1,-4.4
O=C1NN(c2ccc(Cl)c(Cl)c2)C(=O)/C1=C/c1cccs1,2.4
C=CCN(c1ccc(C(=O)O)cc1)S(=O)(=O)c1ccc(/C=C/C(=O)O)cc1,5.7
Cc1ccc(OCC(=O)NNC(=O)c2cccc(O)c2)c(C)c1,6.8
CCOC(=O)c1c(NC(=O)c2ccccc2F)sc(C(=O)Nc2ccc3c(c2)OCO3)c1C,-2.2
O=C(NCCc1ccccc1)C(=O)NCc1ccc2c(c1)OCO2,12.4
COc1ccccc1NC(=O)c1cc(-c2ccccc2C)nc2ccccc12,3.4
Cc1ccc(C(=O)Nc2ccc(Cl)cc2C)cc1,11.2
Cc1cccc(C(=O)Nc2sc3c(c2C(=O)N(C)C)CCCCC3)c1,0.6
Cc1cccc(N2CCN(C(=O)c3ccc(Cl)c(Cl)c3)CC2)c1C,1.4
CCOC(=O)/C(=N/O)C1=NC(C)(C)Cc2cc(OC)c(OC)cc21,12.6
COc1ccccc1Cc1noc(COc2ccc(Cl)cc2)n1,11.4
CN1C(=O)/C(=C\c2cn(CCOc3ccc(Br)cc3)c3ccccc23)SC1=S,12.3
COc1cc(C2Nc3ccc(C(=O)c4ccccc4)cc3NC3=C2C(=O)CCC3)cc(OC)c1OC (stereo unspecified),-2.2
Cc1sc(NC(=O)c2ccc(Br)o2)c(C(N)=O)c1C,2.8
COc1cccc(N(CC(=O)O)S(=O)(=O)c2ccccc2)c1,1.4
Clc1ccc(-n2ncnc2-c2ccc(Cl)cc2Cl)cc1,4.2
CCOC(=O)c1c(N2CCNCC2)c2ccccc2[nH]c1=O,6.3
CN(C)c1nccc(NCc2ccccc2)c1C#N,4.3
O=C(N/N=C/c1ccc(-c2ccc(Cl)cc2)o1)c1ccccc1,19.0
CC(NC(=O)CCN1CCOCC1)C1COc2ccccc2O1 (stereo unspecified),-7.4
COc1ccc(-n2c(=O)c3c4c(sc3n3cnnc23)CCCC4)cc1,1.5
Cc1ccc(N2NC(=O)/C(=C/c3ccc(Cl)cc3)C2=O)cc1,0.6
Oc1cccc(/C=N/Nc2nc(N3CCCC3)nc(N3CCCC3)n2)c1,2.0
CCOC(=O)c1sc(N/N=C/c2ccccc2)nc1C,-0.9
CCCOc1ccc(CN(C)C)cc1CN(C)C,8.2
CC1(C)C(c2ccccc2)=NC(c2ccccc2O)N1O (stereo unspecified),18.2
COc1cc(NC(=O)c2cc3nc(-c4ccco4)cc(C(F)(F)F)n3n2)cc([N+](=O)[O-])c1,8.6
COc1cc(C2/C(=C(\O)c3ccccc3)C(=O)C(=O)N2c2cccc(Cl)c2)ccc1O (stereo unspecified),4.6
COc1ccc(C2CC(=O)C3=C(C2)Nc2ccccc2NC3c2ccccc2[N+](=O)[O-])cc1OC (stereo unspecified),46.6
O=C(C=C(Cl)Cl)c1ccc([N+](=O)[O-])cc1,1.7
Cc1cccc(NC(=O)c2ccc(Br)o2)n1,-2.1
O=C(NCCc1ccccc1)/C(=C/c1ccc(-c2cccc([N+](=O)[O-])c2)o1)NC(=O)c1ccccc1,8.1
Cc1cccc(/C=C(/C#N)C(=O)Nc2cccc(Br)c2)c1,1.5
COc1cc(NC(=O)c2ccccc2F)ccc1NC(=O)c1cc2ccccc2o1,0.2
O=C1/C(=C/c2ccccc2OCc2ccc([N+](=O)[O-])cc2)SC(=S)N1c1ccccc1,11.9
O=c1/c(=C/c2ccc([N+](=O)[O-])cc2)c2cccc3cccc1c32,9.6
COc1ccc(C(=O)Nc2c(C)ccc3nsnc23)cc1Br,1.7
O=C(/C=C/c1ccc(F)cc1)Nc1ccccc1[N+](=O)[O-],-3.7
CN(C)c1ccc(NC(=O)c2cccc3ccccc23)cc1,-1.9
CC1=C(C(=O)OC(C)C)C(c2ccc(Cl)c(Cl)c2)N2C(=O)CCSC2=N1 (stereo unspecified),-0.8
CNC(=O)C(=O)Nc1ccc2c(c1)OCO2,2.7
Cc1ccc(N2C(=O)C(Cl)=C(Nc3cccc(C)c3C)C2=O)cc1,10.4
O=C(Cc1ccc([N+](=O)[O-])cc1)N1N=C(c2cccnc2)CC1(O)C(F)(F)F (stereo unspecified),-2.4
COc1ccc(/C=C2\N=C(c3ccccc3F)OC2=O)c(OC)c1,1.6
CCC(C(=O)Nc1sc2c(c1C(=O)OC)CCC(C)C2)c1ccccc1 (stereo unspecified),8.0
O=C(O)CCCCCN1C(=O)C2C3c4ccccc4C(c4ccccc43)C2C1=O (stereo unspecified),4.4
Cc1cccc(C(=O)N2CCN(c3cc(C)c(C#N)c4nc5ccccc5n34)CC2)c1,-3.5

Going on with the list:
canonical_smiles,ER stress surv
Cc1ccccc1/C=N/N=C1\NC(=O)C(Cc2cccc([N+](=O)[O-])c2)S1 (stereo unspecified),2.4
NC(=O)c1ccccc1N=Cc1cccc2ccccc12,-5.7
COc1ccc(-c2nc3cc(NC(=S)NC(=O)c4ccc(Cl)cc4)ccc3o2)cc1OC,0.2
O=C(N=Nc1c(O)n(CN2CCCC2)c2ccccc12)c1cccnc1,-3.9
